D2 potentiator: HTS Assay for Positive Allosteric Modulators of the Human D2 Dopamine Receptor: Primary Screen for Potentiators; D(2) dopamine receptor (Homo sapiens), P14416; HEK293 T-REx D2, calcium flux, EC20 dopamine potentiation; potentiation, % at 10 µM; 340,000 compounds, 0.34% hits; AID 485347, 2010;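 active means potentiation over 3 SD above the plate norm, cut at about 30% in these data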; further: 0% is about no effect
Target sequence (P14416 whole entry, looked up): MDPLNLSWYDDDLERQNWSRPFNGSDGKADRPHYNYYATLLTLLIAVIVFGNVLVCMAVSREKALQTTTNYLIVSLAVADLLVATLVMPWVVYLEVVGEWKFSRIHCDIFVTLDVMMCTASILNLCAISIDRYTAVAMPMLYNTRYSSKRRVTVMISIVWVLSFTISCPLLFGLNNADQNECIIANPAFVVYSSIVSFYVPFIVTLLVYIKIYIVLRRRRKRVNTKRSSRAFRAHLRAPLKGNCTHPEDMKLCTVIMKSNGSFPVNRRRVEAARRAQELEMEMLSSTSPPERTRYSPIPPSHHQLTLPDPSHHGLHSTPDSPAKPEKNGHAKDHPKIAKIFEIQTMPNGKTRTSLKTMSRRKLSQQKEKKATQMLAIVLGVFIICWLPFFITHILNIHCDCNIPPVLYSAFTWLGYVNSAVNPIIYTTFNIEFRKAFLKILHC
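Potentiation of an EC20 dopamine calcium response measured kinetically over 180 s, after a preceding 180 s compound-only read flagging agonists. Cells: inducible Hek293 Trex D2 line, 4000/well, cultured overnight at 30 C before dye loading.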
D1 antagonist: Antagonist of Human D 1 Dopamine Receptor: qHTS | HEK293 TREx D1 cells, calcium flux, dopamine EC80; active compounds read low | activity change, negative = inhibition, % at 10 µM | 360,000 compounds, 3.2% hits | AID 504652, 2011; in the data active means activity change below about -30%; further: on the % scale 0 is the no-effect control and ±100 the full control effect
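Using tetracycline-induced force-coupled D1 Hek293 cells and a calcium dye, signals were followed for 180 s after compound, then for 180 s after EC80 dopamine, to detect inhibitors.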
D1 potentiator: Potentiators of Human D1 Dopamine Receptor: qHTS; HEK293 TREx D1 cells, calcium flux, dopamine EC20 potentiation; potentiation, % at 10 µM; AID 504651, 2011; D(1A) dopamine receptor (Homo sapiens), P21728; 360,000 compounds, 0.036% hits; in the data active means potentiation above about 30%; further: 0% is about no effect
Vif-APOBEC3F blk: qHTS for Inhibitors of Vif-A3F Interactions: qHTS; HeLa A3F-eYFP + Vif (tagged APOBEC3F with the HIV-1 protein that degrades it), YFP fluorescence increase; Potency, µM (series often up to 46.1 µM), without a hit: top-dose activity, negative = active; 390,000 compounds, 0.2% hits; AID 602313, 2012; further: potency means the concentration at half of the fitted maximal effect; % of control where 0% means no effect; nearly all actives have a fitted effect of over 65% in size
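Fluorescence increase (Ex 488/Em 500-530) after overnight compound treatment at 37 deg C flags inhibition of Vif-driven A3F-eYFP loss in stable HeLa A3F-eYFP/Vif cells seeded overnight beforehand.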
D1 ag: Allosteric Agonists of the Human D1 Dopamine Receptor: qHTS | D(1A) dopamine receptor (Homo sapiens), P21728 | HEK293 T-REx D1 cells, calcium flux, agonist mode | activation, % at 2 µM | 360,000 compounds, 1% hits | AID 504660, 2011; in the data active means activation above about 30%; further: 0% is about no effect
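Tetracycline-induced HEK293 TREx D1 cells, force-coupled to calcium signalling, were dye-loaded with a no-wash calcium kit. Compound was pin-added after a 10 s baseline. Fluorescence was read kinetically at 1 cycle/s for 180 s, with calcium rises flagged as agonism.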
LDHA inh: qHTS assay for inhibitors of human lactate dehydrogenase | purified LDHA, NADH/diaphorase-resazurin fluorescence; active compounds read low | activity change, % (values are at about 110 or 230 µM) | 480,000 compounds, 0.15% hits; in the data active means activity change below about -30%;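 further: plate controls were DMSO wells for no effect and wells without enzyme for full effect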
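Remaining NADH was detected by diaphorase (0.133 mg/mL) converting 37 µM resazurin to fluorescent resorufin, read at 0 and 20 minutes. The preceding 5-minute room-temperature reaction used 2 nM LDHA, 0.2 mM sodium pyruvate and 0.06 mM NADH at pH 7.4.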
RXFP1 ag: qHTS Assay for Agonists of the Relaxin Receptor RXFP1 | Relaxin receptor 1 (Homo sapiens), Q9HBX9 | HEK293T-RXFP1 cAMP TR-FRET, 30 min; response scale: percent of porcine relaxin response, buffer zero | Potency, µM (doses to about 57.5 µM), for inactives: at the highest dose activation, actives largely listed as activators | 370,000 compounds, 0.3% hits; further: potency means the concentration at half of the fitted maximal effect; on the % scale 0 is the no-effect control and ±100 the full control effect; nearly all actives have a fitted effect of over 60% in size; many of its hits are not listed in these tables
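HEK293T cells stably expressing RXFP1 were pretreated with the PDE4 inhibitor Ro 20174, exposed to compounds for 30 min at 37C, lysed, and cAMP was read by TR-FRET. Data normalized to buffer (basal) and 29 nM porcine relaxin (100%).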
GRP78 ERSR act: qHTS for Inducers of the Endoplasmic Reticulum Stress Response (ERSR) in Human Glioma: qHTS. U87-MG GRP78 promoter luciferase reporter, 16 h. Potency, µM, without a hit: top-dose activation, hits mostly activators. 420,000 compounds, 0.02% hits; further: potency means the concentration at half of the fitted maximal effect; series mostly up to about 76 µM; % of control where 0% means no effect; nearly all actives have a fitted effect of over 35% in size
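ERSR induction read as luciferase luminescence (Bright-Glo, 10 min at room temperature) in stably transfected human U87-MG glioma cells exposed to compounds for 16 h, using GRP78 as sensor.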
Vif-APOBEC3G blk: qHTS for Inhibitors of Vif-A3G Interactions: qHTS; AID 602310, 2012; DNA dC->dU-editing enzyme APOBEC-3G (Homo sapiens), Q9HC16; Potency, µM (titrated, usually from 46.1 µM), for inactives: top-dose activity, negative = active, most hits filed as inhibitors; 410,000 compounds, 0.076% hits; HeLa A3G-eYFP + Vif (tagged APOBEC3G with the HIV-1 protein that degrades it), YFP fluorescence, overnight;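 further: potency means the concentration at half of the fitted maximal effect; on the % scale 0 is the no-effect control and ±100 the full control effect; nearly all actives have a fitted effect of over 60% in size; hits raise eYFP signal because A3G escapes Vif-driven loss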
Target sequence (Q9HC16 whole entry, looked up): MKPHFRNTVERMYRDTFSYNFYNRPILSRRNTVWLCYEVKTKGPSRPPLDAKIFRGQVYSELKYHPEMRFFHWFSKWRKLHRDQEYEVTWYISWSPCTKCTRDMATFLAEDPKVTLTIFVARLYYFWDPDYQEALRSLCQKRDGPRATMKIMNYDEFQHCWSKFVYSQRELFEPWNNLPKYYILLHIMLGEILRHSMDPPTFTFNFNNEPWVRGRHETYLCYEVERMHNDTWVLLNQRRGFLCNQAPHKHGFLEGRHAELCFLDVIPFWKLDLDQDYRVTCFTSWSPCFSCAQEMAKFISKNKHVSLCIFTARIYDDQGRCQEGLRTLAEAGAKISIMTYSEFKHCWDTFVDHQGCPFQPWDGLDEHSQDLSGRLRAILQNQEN
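HeLa cells stably expressing Vif and C-terminally eYFP-tagged A3G, seeded overnight at 37 deg C, then exposed to compound by pintool overnight at 37 deg C. Rise in yellow fluorescence (Ex 488/Em 500-530, Acumen) marks blocked Vif-driven A3G degradation.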
Active calls of the source: *; · = not tested or not shown; & = joins results of further samples. Unless noted, the call rests on the fitted dose curve; in most records, active means well fitted curve in the direction sought with a large enough effect; inconclusive means small, poorly fitted or top-dose-only effect, or another doubt; inactive means no such curve, though single readings can be large; an effect the other way counts as inactive or inconclusive.

SMILES	D2 potentiator	D1 antagonist	D1 potentiator	Vif-APOBEC3F blk	D1 ag	LDHA inh	RXFP1 ag	GRP78 ERSR act	Vif-APOBEC3G blk
CCN1C(=O)[C@H]2[C@@H](c3ccc(Cl)cc3)N3C(=O)CN(Cc4ccccc4)C(=O)[C@@]3(C)[C@H]2C1=O	1	3	-6	3%	0	-3	-2.7%	-4%	-7%
CCc1ccc(NC(=O)Cn2c(=O)c3cc(Cl)ccc3n3nncc23)cc1	-8	-3	-2	-20%	1	5	0.0%	-3%	2%
CC(Sc1ccccc1)C(=O)N1CCN(S(=O)(=O)c2cccc(Br)c2)CC1 (centres undefined)	26	-11	-6	6%	5	-2	1.6%	-5%	-6%
CCOC(=O)N1CCN(C(=O)c2cccc(OC)c2OC)CC1	-1	-6	7	-2%	1	-5	0.3%	15%	1%
Cc1cc(O)cc(O[C@H]2OC(CO)[C@H](O)[C@@H](O)[C@H]2O)c1 (some centres undefined)	9	-3	-5	6%	-2	-3	1.7%	0%	2%
COc1ccc(OC)c(C(=O)CSc2nnc(Cc3cccs3)n2C)c1	10	-7	-1	0%	1	4	2.9%	-2%	-2%
Cc1ccc(OCc2ccc(C(=O)O)o2)cc1C	6	8	-1	-19%	1	-3	-1.8%	-11%	-1%
Cc1cc(C)n(CC(=O)N/N=C/c2ccc3c(c2)OCO3)n1	9	1	2	1%	1	0	3.4%	-4%	2%
COc1ccc(NC2CCCN(C(=O)COc3ccc(C)cc3)C2)cc1 (centres undefined)	15	-10	-4	-18%	7	16	4.4%	-2%	0%
O=S(=O)(Nc1c(F)cccc1F)c1ccc(Cl)nc1	6	-2	-2	6%	4	-10	0.3%	1%	1%
O=C(Cc1ccc(-n2cccc2)cc1)NCc1cccs1	-5	-34*	-9	-15%	1	1	6.6%	-4%	-36%
Cc1ccc2c(=O)cc(C(=O)Nc3ccc(S(=O)(=O)Nc4nc(C)cc(C)n4)cc3)oc2c1	4	-9	4	1%	0	-4&0	3.4%	-4%	1%
CCn1c(SCC(=O)NCCOC)nc2sc(C)c(C)c2c1=O	6	2	-8	·	2	·	-0.7%	·	·
Cc1ccc(NC(=O)Cn2cc(C(=O)c3ccco3)c3ccccc32)cc1C	-12	-1	3	1%	3	-2	3.8%	3%	-1%
CCN1C(=O)S/C(=C/c2ccc(Sc3nc4ccccc4[nH]3)o2)C1=O	14	-1	-13	-4%	23	1	1.7%	-7%	-11%
COCCN1C(=O)c2ccccc2C(C(=O)NCC2CCCO2)C1c1c[nH]c2ccccc12 (centres undefined)	7	4	-6	-7%	1	-1	0.2%	-2%	0%
NC(=O)c1c(NC(=O)CSc2nnc(-c3ccco3)n2-c2ccccc2)sc2c1CCC2	1	-11	-3	4%	5	-8	-0.9%	-6%	-12%
Cn1c(CNS(=O)(=O)c2ccc(F)cc2)n[nH]c1=S	-1	3	-1	-7%	2	-12	2.0%	-5%	-1%
COc1cc(NC(=O)C23CC4CC(C2)CC(n2nnc(C)n2)(C4)C3)c(OC)cc1Cl	-11	-1	-2	-1%	3	-11	0.7%	-5%	-6%
CC(=O)c1cccc(NS(=O)(=O)c2ccc3[nH]c4c(c3c2)CCCCCC4)c1	-3	4	-3	-2%	1	0	2.5%	-1%	1%
Cc1cc(SCC(=O)Nc2ccc(C(F)(F)F)cc2)nc(=O)[nH]1	·	·	1	2%	0	-11	14%	-1%	3%
CCOC(=O)C(NS(=O)(=O)c1ccccc1)(C(F)(F)F)P(=O)(OCC(C)C)OCC(C)C (centres undefined)	7	1	0	-4%	14	-5	-0.1%	-1%	0%
O=C(O)CSCC(=O)Nc1cccc2ccccc12	15	-20	2	0%	1	-5	0.6%	-2%	-3%
CC(C)CN(C(=O)CN1CCC(C)CC1)c1c(N)n(CC(C)C)c(=O)[nH]c1=O	-4	27	-2	0%	5	-4	1.6%	-3%	0%
O=C(CN1C(=O)/C(=C/c2ccccc2F)Sc2ccccc21)NCCCN1CCOCC1	3	1	-8	-11%	3	-3	-2.5%	-4%	0%
COc1cc(C(=O)NCCNc2nc3ccc(C)cc3cc2C#N)cc(OC)c1OC	9	-8	-2	-5%	1	-1	6.2%	5%	-7%
Cc1cccc(NC(=O)C2CCCN(S(=O)(=O)c3ccc4c(c3)CCCC(=O)N4)C2)c1 (centres undefined)	1	5	-2	-1%	1	-2	2.4%	-3%	0%
COCC(=O)N(C)C1(c2nnnn2CCOC(=O)Nc2cccc3ccccc23)CCCC1	·	5	-2	1%	1	4	0.7%	0%	-3%
Cn1c(SCC(=O)Nc2ccc(N3CCOCC3)cc2)nnc1C(F)(F)F	-11	1	4	-3%	3	3	-0.8%	-1%	6%
CC1CCCC(NC(=O)c2ccc3c(c2)N(Cc2ccccc2)C(=O)CS3=O)C1C (centres undefined)	-1	14	6	0%	1	1	2.6%	-5%	-2%
Cc1noc(C)c1C(=O)OCC(=O)Nc1c(F)cccc1F	-5	-8	-4	1%	4	2	2.8%	-1%	-4%
O=C(Nc1ccccc1F)c1ccc2snnc2c1	5	12	2	0%	0	0	2.7%	9%	-18%
Cc1csc(NC(=O)COCC(=O)O)c1-c1nc2ccccc2s1	11	1	-13	-14%	3	-16	9.6%	-4%	-18%
CCOC(=O)c1ccc(N2C(=O)c3n[nH]c(-c4ccco4)c3C2c2ccc([N+](=O)[O-])cc2)cc1 (centres undefined)	13	-4	9	0%	3	-1	0.8%	1%	-6%
COc1cccc(/C=N/N2CCN(C3c4ccccc4-c4ccccc43)CC2)c1O	6	5	1	-22%	0	4	0.4%	-8%	4%
CCC(Oc1ccccc1)C(=O)Nc1nnc(S(=O)(=O)N2CCCCC2)s1 (centres undefined)	16	-13	-4	-1%	18	-5	14%	-5%	1%
O=C(O)C(c1ccccc1)C1CCCCC1O (centres undefined)	·	·	·	-4%	·	-1	·	-4%	-1%
CC(C)Cc1nnc(NC(=O)C2CC(=O)N(c3ccc4c(c3)OCCO4)C2)s1 (centres undefined)	1	8	2	1%	2	-4	2.1%	-3%	-4%
Cn1cc2c(=O)n(/N=C/c3ccccc3)cnc2n1	-5	-4	-2	-2%	3	-1	1.3%	-3%	-2%
CC1CCCCC1NC(=O)C1CCCN1S(=O)(=O)c1cccc2nsnc12 (centres undefined)	7	-18	·	2%	4	4	-1.1%	-4%	4%
Cc1cc(C)n(CCCNC(=O)c2ccc3c(c2)NC(=O)CS3)n1	-19	-11	1	3%	5	-5	1.4%	-4%	1%
Cc1ccc(NC(=S)NC(=O)c2cncc(Br)c2)cc1Cl	·	·	·	4%	·	-5	·	-4%	1%
COCc1[nH]nc2c1C(C1C=CCCC1)C(C#N)=C(N)O2 (centres undefined)	-1	-8	-11	-16%	1	-18	-0.6%	-1%	-20%
CCN(CC)S(=O)(=O)c1cc(NC(=O)CNc2cccc(S(=O)(=O)N3CCOCC3)c2)ccc1C	-3	-14	-1	-2%	7	1	3.4%	-5%	-5%
COc1ccc(OC)c(/C=C/c2[nH]c(=O)[nH]c(=O)c2[N+](=O)[O-])c1	8	0	-1	6%	1	-10	1.0%	2%	1%
CNC(=O)CSc1nc2ccccc2c(=O)n1-c1cc(OC)ccc1OC	-5	-22	-6	4%	2	-2	1.7%	-2%	0%
CC(=O)c1ccc(OC(=O)c2ccc(-n3nc(C)cc3C)cc2)cc1	2	-28	-6	-4%	11	-5	1.6%	-1%	0%
O=C(c1ccc(S(=O)(=O)NCc2ccco2)cc1)N1CCN(Cc2ccccc2F)CC1	8	0	4	1%	0	-7	-0.8%	-4%	0%
O=C(O)Cc1ccc2oc(-c3ccccn3)nc2c1	11	6	-6	10%	3	-16	2.5%	-1%	0%
O=C(CN(Cc1cccs1)C(=O)c1csnn1)NC1CCCC1	·	5	0	-5%	0	-3	-3.1%	-6%	0%
CCOC(=O)c1ccc(NC(=S)N2CCC(O)CC2)cc1	4	20	1	1%	0	-5	-0.4%	1%	-1%
CC1(c2ccccc2)NC(=O)N(CC(=O)NCc2cccc(Cl)c2)C1=O (centres undefined)	16	-15	-6	1%	2	-5	3.0%	-1%	7%
Cc1ccc(C)c(-n2c(=O)c(C#N)cc3c(=O)n4ccccc4nc32)c1	1	6	-1	0%	1	3	19%	-1%	-5%
CCC(C)n1c(=O)c2sccc2n2c(CCCC(=O)N3CCC(C(N)=O)CC3)nnc12 (centres undefined)	-5	9	-3	-1%	1	0	7.7%	-5%	0%
Cc1c(CN2CCC(n3nccc3NC(=O)c3cccc(F)c3)CC2)cnn1C	3	0	-1	3%	3	-2	0.9%	-2%	1%

Full records, looked up by structure. Screens in order: D2 potentiator | D1 antagonist | D1 potentiator | Vif-APOBEC3F blk | D1 ag | LDHA inh | RXFP1 ag | GRP78 ERSR act | Vif-APOBEC3G blk
O=C(CN(Cc1cccs1)C(=O)c1csnn1)NC1CCCC1 as listed: · | 5 | 0 | -5% | 0 | -3 | -3.1% | -6% | 0%
CC1(c2ccccc2)NC(=O)N(CC(=O)NCc2cccc(Cl)c2)C1=O (centres undefined) as listed: 16 | -15 | -6 | 1% | 2 | -5 | 3.0% | -1% | 7%
O=C(c1ccc(S(=O)(=O)NCc2ccco2)cc1)N1CCN(Cc2ccccc2F)CC1 as listed: 8 | 0 | 4 | 1% | 0 | -7 | -0.8% | -4% | 0%
Cc1ccc(C)c(-n2c(=O)c(C#N)cc3c(=O)n4ccccc4nc32)c1 as listed: 1 | 6 | -1 | 0% | 1 | 3 | 19% | -1% | -5%

Screens as filed in PubChem BioAssay.

A portion of the library, so the mix of outcomes need not match the whole.
